Assay outcomes: PubChem BioAssay, The Scripps Research Institute Molecular Screening Center
GPR151 ag – activates the human receptor GPR151. PathHunter beta-arrestin GPR151 cells, luminescence. actives 1% (n = 650,000). Q8TDV0. activation, % at 11.2 µM; in the data active means activation above about 4.9%;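 further: 0% = median of compound wells and 100% = cells with positive control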
Target sequence (Q8TDV0 whole entry, looked up): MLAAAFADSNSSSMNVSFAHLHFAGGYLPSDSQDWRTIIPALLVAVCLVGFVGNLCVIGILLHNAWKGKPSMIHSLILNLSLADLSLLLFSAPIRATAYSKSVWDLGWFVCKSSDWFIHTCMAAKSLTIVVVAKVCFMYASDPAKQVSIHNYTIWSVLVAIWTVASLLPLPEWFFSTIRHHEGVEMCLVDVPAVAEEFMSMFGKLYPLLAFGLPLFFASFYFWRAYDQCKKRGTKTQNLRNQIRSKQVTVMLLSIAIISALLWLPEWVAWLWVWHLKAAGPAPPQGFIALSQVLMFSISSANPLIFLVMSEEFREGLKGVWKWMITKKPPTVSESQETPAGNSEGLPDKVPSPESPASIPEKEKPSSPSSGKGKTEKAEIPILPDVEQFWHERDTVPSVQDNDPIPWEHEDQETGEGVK
FBW7 act – human FBW7 E3 ligase activation, primary screen. normalized activity (activation), % at 26.1 µM. actives 0.13% (n = 650,000). AlphaScreen FBW7–phospho-cyclin E peptide binding, activator screen. Q969H0. AID 1259310; in the data active means normalized activity above about 1.9%;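 further: purified mutant Fbw7 with reduced substrate affinity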
Target sequence (Q969H0 whole entry, looked up): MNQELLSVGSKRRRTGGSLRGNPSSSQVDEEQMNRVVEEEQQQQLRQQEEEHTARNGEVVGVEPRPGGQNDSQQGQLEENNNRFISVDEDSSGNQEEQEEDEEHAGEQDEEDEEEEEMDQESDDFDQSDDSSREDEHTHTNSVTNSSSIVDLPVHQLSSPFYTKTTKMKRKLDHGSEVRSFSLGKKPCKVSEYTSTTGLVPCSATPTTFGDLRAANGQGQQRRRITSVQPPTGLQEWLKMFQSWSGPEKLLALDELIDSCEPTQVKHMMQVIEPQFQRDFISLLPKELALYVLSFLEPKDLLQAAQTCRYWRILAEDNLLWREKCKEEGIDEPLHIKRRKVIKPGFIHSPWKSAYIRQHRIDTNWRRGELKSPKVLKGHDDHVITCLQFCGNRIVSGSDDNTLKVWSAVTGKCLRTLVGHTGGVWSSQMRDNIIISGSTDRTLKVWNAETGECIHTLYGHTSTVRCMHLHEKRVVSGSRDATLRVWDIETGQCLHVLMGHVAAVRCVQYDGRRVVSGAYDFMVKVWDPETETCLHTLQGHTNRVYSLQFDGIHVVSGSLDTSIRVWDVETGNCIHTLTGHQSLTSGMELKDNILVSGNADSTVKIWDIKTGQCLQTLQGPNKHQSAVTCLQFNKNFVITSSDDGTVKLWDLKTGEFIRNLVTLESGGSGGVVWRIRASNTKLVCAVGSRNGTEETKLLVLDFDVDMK
TEAD-YAP inh – TEAD-YAP interaction inhibition; HEK-TIYL cells, TEAD-Gal4/YAP UAS-luciferase luminescence; inhibition, % at 9.12 µM; actives 1.4% (n = 640,000); AID 1259422; in the data active means inhibition above about 32%;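 further: 0% = median of test compound wells and 100% = reference inhibitor wells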
MITF primary – human MITF inhibition, primary screen; inhibition, % at 2.6 µM; actives 0.91% (n = 650,000); AlphaScreen MITF homodimerization, bead proximity signal; AID 1259374; O75030; in the data active means inhibition above about 50%;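 further: 0% = vehicle wells with protein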
Starred values were filed as active, the others as inactive.

SMILES | GPR151 ag | FBW7 act | TEAD-YAP inh | MITF primary
c1ccc2[nH]c(CNc3nc(N4CCN(Cc5ccc6c(c5)OCO6)CC4)nc4c3ncn4-c3ccsc3)nc2c1 | -0.2 | -0.1 | 84.7* | -2.9
CCN(CCCNC(=O)CNC(=O)Cn1cnc2sc3c(c2c1=O)CCCC3)Cc1ccccc1 | -1.3 | -0.2 | 6.1 | 12.1
O=C(Cc1n[nH]c(=O)c2ccccc12)N1CCCC(c2[nH]ncc2-c2ccncc2)C1 (centres undefined) | 0.5 | 0.3 | 16.8 | 0.2
Cc1ccccc1OCCCC(=O)NC1CCCCC1 | 0.0 | -0.1 | -16.4 | 9.1
Fc1ccccc1Oc1nc(N2CCOCC2)nc(N2CCOCC2)n1 | -0.4 | 0.7 | -4.1 | 6.6
CCC1CN(CCC(=O)NCc2ccc(-n3cccn3)cc2)Cc2cc(OC)ccc2O1 (centres undefined) | 0.2 | 0.0 | -4.7 | 11.6
O=C1CN(c2ccncc2)C=C(Cl)C=N1 | 0.6 | 0.0 | -4.0 | -8.6
COc1cc([N+](=O)[O-])ccc1NC(=O)C/C(C)=N/NC(=O)c1ccc(C(C)(C)C)cc1 | 0.7 | -0.1 | -2.7 | 3.0
CC(Cc1ccsc1)Nc1nc2nonc2nc1N(C)C (centres undefined) | 2.0 | 0.0 | 15.6 | -0.7
CC(NS(=O)(=O)c1ccc(Br)cc1)C(=O)Nc1ccccc1 (centres undefined) | 0.6 | -0.1 | -1.8 | 8.9
Cc1ccc(NC(=O)CN2C(=O)C(C)(C)Oc3ccc(C(=O)NC4CCCC4)cc32)cc1 | 0.5 | 0.0 | 0.1 | -6.4
COc1ccc(Br)cc1/C=C/C(=O)Nc1ccc([N+](=O)[O-])cc1 | -1.9 | 0.4 | 16.5 | 9.4
COc1ccc(/C=C2/SC(=S)N(NS(=O)(=O)c3ccccc3)C2=O)cc1 | 1.5 | 0.0 | -2.2 | -6.6
Cn1cc(Br)c(C(=O)N/N=C/c2cccc(F)c2)n1 | -0.1 | -0.1 | -43.9 | 7.2
CCC(NC(=O)/C=C/C(=O)O)c1ccccc1 (centres undefined) | -0.7 | 0.0 | 11.1 | 1.1

Single records, as listed above. Screens in order: GPR151 ag, FBW7 act, TEAD-YAP inh, MITF primary
Profile of CCN(CCCNC(=O)CNC(=O)Cn1cnc2sc3c(c2c1=O)CCCC3)Cc1ccccc1 = -1.3, -0.2, 6.1, 12.1
Profile of c1ccc2[nH]c(CNc3nc(N4CCN(Cc5ccc6c(c5)OCO6)CC4)nc4c3ncn4-c3ccsc3)nc2c1 = -0.2, -0.1, 84.7*, -2.9
Profile of CCC1CN(CCC(=O)NCc2ccc(-n3cccn3)cc2)Cc2cc(OC)ccc2O1 (centres undefined) = 0.2, 0.0, -4.7, 11.6
Profile of Cn1cc(Br)c(C(=O)N/N=C/c2cccc(F)c2)n1 = -0.1, -0.1, -43.9, 7.2
Profile of COc1cc([N+](=O)[O-])ccc1NC(=O)C/C(C)=N/NC(=O)c1ccc(C(C)(C)C)cc1 = 0.7, -0.1, -2.7, 3.0

(listing goes on)
SMILES | GPR151 ag | FBW7 act | TEAD-YAP inh | MITF primary
CCCNC(=O)Cc1cn(-c2ccc(Nc3cc(OC)c(OC)c(OC)c3)nn2)c2ccccc12 | 3.8 | -0.1 | 1.2 | 7.3
O=C(NCc1ccncc1)c1cc(COc2c(F)cccc2F)on1 | -0.8 | 0.0 | 6.8 | -11.4
COCCn1c(O)c(C=NCC2CC2(Cl)Cl)c(=O)[nH]c1=S (centres undefined) | -2.3 | 0.0 | -3.0 | -11.9
COc1ccc(-c2cc(C(F)(F)F)nc(S(=O)(=O)CCCC(=O)Nc3c(F)cc(F)cc3Br)n2)cc1OC | 0.1 | 0.0 | -3.9 | 10.2
O=C(CSc1nc2sc3c(c2c(=O)n1-c1ccccc1)CCCC3)Nc1ccc(Cl)c(C(F)(F)F)c1 | 0.7 | 0.1 | -1.7 | 10.8
O=C1CC(c2ccccc2[N+](=O)[O-])c2ccccc2N1 (centres undefined) | 0.4 | -0.1 | 3.5 | 4.8
Cc1ccc(S(=O)(=O)C2(C(=O)Nc3ccccc3F)CC2)cc1 | 0.5 | 0.1 | 4.4 | 6.2
CCN1CCN(C(=O)NC2CC(=O)N(c3ccccc3)C2)CC1 (centres undefined) | 2.0 | 0.0 | -6.4 | -20.3
CCc1[nH]nc2c1C(c1cc(OC)c(OC(C)=O)c(OC)c1)C(C#N)=C(N)O2 (centres undefined) | -0.3 | -0.1 | 9.6 | 8.8
Cc1c(C(=O)N/N=C/c2cccs2)nnn1-c1nonc1N | 1.2 | 0.1 | -12.1 | -18.8
CCN(CC)C1=NS(=O)(=O)c2cc([N+](=O)[O-])ccc21 | 1.8 | -0.1 | 3.9 | 3.9
CCCNC(=O)c1ccc2c(c1)nc(C)n2-c1cc(OC)ccc1OC | -1.0 | 0.4 | 1.5 | 7.4
CC(C)(CO)NC(=O)c1cc(C(C)(C)C)cc(C(C)(C)C)c1 | 1.2 | 0.4 | 7.5 | -21.4
COc1cccc(Cn2c(NCCO)nc3c2c(=O)n(C)c(=O)n3C)c1 | -0.1 | 0.0 | 39.5* | 9.7
O=C1CCCc2c1cc(C(=O)NC1CCSC1=O)c(=O)n2-c1ccc(Cl)cc1 (centres undefined) | 3.1 | 0.1 | -12.2 | 1.9
NS(=O)(=O)c1cc(C(=O)OCC(=O)Nc2ccc3c(c2)OCO3)ccc1Cl | 0.3 | 0.1 | -2.6 | 8.5
Cc1ccccc1NC(=O)CSc1ccc2nnc(-c3cccs3)n2n1 | 1.3 | 0.1 | 20.6 | 5.1
Cc1ccc(NC(=O)CSc2nnc(C(F)(F)F)n2N)c(C)c1 | 1.6 | -0.2 | 13.8 | -2.7
Cc1cc(C)cc(N2C(=O)/C(=C/c3ccc(N(C)C)cc3)S(=O)(=O)C2c2cccc([N+](=O)[O-])c2)c1 (centres undefined) | 0.4 | -0.1 | -0.8 | -0.1
CCOc1ccccc1C1C(C#N)=C(SCC(=O)Nc2ccc(Br)cc2)NC(C)=C1C(=O)Nc1ccccc1 (centres undefined) | 0.8 | -0.1 | 9.8 | -12.2
O=C(O)C1CC=CCC1C(=O)Nc1cc(Cl)ccc1Cl (centres undefined) | 1.3 | 0.0 | -0.2 | 20.0
CSc1cccc(NC(=O)C2C3C=CC4(O3)C2C(=O)N(Cc2ccc(Cl)cc2)C4C(=O)NC2CCCC(C)C2C)c1 (centres undefined) | 0.8 | -0.1 | -7.0 | 1.8
CCOC(=O)Cc1csc(NC(=O)COc2cc(C)ccc2C(C)(C)C)n1 | 1.4 | 0.3 | 0.7 | 11.7
COC(=O)c1sccc1NC(=O)Cn1nnc(-c2ccc(C)cc2)n1 | -0.1 | 0.9 | -3.6 | 14.5
Cn1cccc1CNC(=S)Nc1cccc(F)c1 | 0.0 | 0.0 | 9.2 | -12.0
Nc1[nH]c(N=NC(=O)c2ccccc2)c2ccccc12 | -2.3 | 0.0 | -43.8 | 11.2
CN(C)c1ccc(C(=O)NN2C(=O)c3ccccc3C2=O)cc1 | -0.9 | 0.0 | -9.7 | -6.7
CCNc1nc(NCC)n2c(SCC(=O)c3ccc(Cl)cc3)nnc2n1 | -0.7 | 0.3 | 6.2 | 10.1
O=C1Nc2ncccc2OC1c1ccccc1 (centres undefined) | 0.8 | -0.3 | -13.1 | 2.6
COc1ccc(C2C(C(C)=O)=C(C)N=c3s/c(=C/c4ccccc4)c(=O)n32)cc1 (centres undefined) | 8.8* | -0.1 | 3.6 | 8.1
COc1ccc(NC(=O)c2noc(C)c2[N+](=O)[O-])cc1 | -0.5 | 0.0 | -0.9 | 6.0
COC(=O)C1=C(C(=O)c2ccc(C)cc2)C(c2ccc(OC)cc2)n2nnnc2N1 (centres undefined) | 0.2 | -0.2 | 5.5 | 4.8
O=C(NCc1ccc(F)cc1)c1cnc(-c2ccccn2)nc1C(F)(F)F | 0.8 | 0.0 | 2.1 | 4.2
COc1ccc(NC(=O)Cn2c(=N)sc3cc(Br)ccc32)cc1 | -0.6 | 0.1 | -8.0 | 13.3
CC1CN(C(=O)c2cnc3ccccn23)CC(C)O1 (centres undefined) | 0.8 | -0.2 | 2.4 | 4.2
Cc1cccc(-c2nc3ccccc3c(=O)n2NC(=O)Cc2ccc(Cl)cc2)c1 | 1.4 | 0.0 | -2.3 | -0.6
COc1cccc(-n2c(O)c(/C=C3\C=CC=N3)c(=O)[nH]c2=O)c1 | 1.6 | -0.1 | -6.6 | -0.4
Cc1ccc(C(=O)NC(C(=O)N2CCN(C)CC2)C23CC4CC(CC(C4)C2)C3)cc1 (centres undefined) | 0.0 | -0.1 | -1.7 | -10.6
O=C(COC(=O)C1CCCN1S(=O)(=O)c1ccccc1)c1ccc(Br)cc1 (centres undefined) | -1.8 | 0.1 | 3.8 | 19.5
O=C(O)c1cc(Cl)c(Cl)cc1C(=O)Nc1ccc(Oc2ccccc2)cc1 | -1.3 | -0.2 | -4.2 | -1.7
COc1cccc(-n2c(=O)c3sccc3n(CC(=O)Nc3ccc(F)cc3)c2=O)c1 | 0.1 | -0.1 | 1.1 | -16.6
Cc1cc(=O)oc2cc(OC(=O)c3cc4ccccc4o3)ccc12 | 2.3 | -0.1 | 7.2 | 3.9
CS(=O)(=O)NNC(=O)CN1C(=O)C2C3C=CC(C3)C2C1=O (centres undefined) | -0.1 | 0.1 | 4.7 | -3.0
COc1ccc(C2CC(=O)C3=C(C2)Nc2ccccc2NC3c2ccc(Br)s2)cc1 (centres undefined) | -1.3 | 0.1 | 3.2 | -0.1
CNC(=O)NC(=O)CSc1n[nH]c(-c2ccncc2)n1 | -0.9 | -0.1 | -2.6 | 13.5
O=C1CC(c2nc(-c3ccccc3)cs2)C2(CCCCC2)O1 (centres undefined) | -0.2 | 0.0 | 8.5 | 3.1
CCCc1[nH]n(-c2ccc(F)cc2)c(=O)c1C=NC1CCCC1 | 0.0 | 0.0 | -0.4 | -47.6
Cc1c(C(=O)NCc2ccccn2)sc2ncnc(N3CCOCC3)c12 | -1.1 | 0.1 | 2.7 | -2.7
O=C(Cn1cnc2scc(-c3ccccc3)c2c1=O)Nc1ccccc1C(F)(F)F | -1.1 | -0.1 | 19.2 | 6.7
CCCOc1ccc(C(=O)Nc2ccc(NC(=O)c3cccc(Cl)c3)cc2)cc1 | -0.2 | -0.3 | -3.1 | -11.1
COc1ccc(Nc2nnc(-c3ccc(C)c(S(=O)(=O)NC(C)(C)C)c3)c3ccccc23)cc1 | 0.1 | 0.0 | 0.5 | 4.5
O=C(O)c1ccc(Br)c(S(=O)(=O)N(CCO)CCO)c1 | -0.3 | 0.0 | 10.5 | 8.2
FC(F)(F)c1ccc(NCc2ccco2)nc1 | 2.0 | 0.3 | -5.5 | -1.9
Clc1ccc(CNc2cnccn2)cc1Cl | -0.3 | -0.2 | -4.9 | -0.7
O=C(COc1ccccc1)Nc1nnc(-c2ccc(F)cc2)o1 | 1.1 | -0.2 | -5.5 | -2.8
CN1CCN(C(=O)c2nn3c(C(F)(F)F)cc(-c4ccccc4)nc3c2Cl)CC1 | 0.7 | 0.7 | -2.3 | -4.0
O=C(CCN1Cc2ccccc2OC(c2ccccc2)C1)N1CCCC1c1nccs1 (centres undefined) | -0.3 | -0.4 | -2.3 | -21.4
O=C(O)c1ccc(N/C(=N\S(=O)(=O)c2ccccc2)c2ccccc2)cc1 | 0.0 | 0.6 | -0.6 | -5.2
O=C1OC(c2ccco2)=N/C1=C/c1ccccc1[N+](=O)[O-] | 0.1 | 0.1 | 2.1 | 13.8
COc1ccccc1N(CC(=O)N1CCCCC1)S(=O)(=O)c1ccccc1 | 0.2 | 0.1 | 6.7 | -9.4

Next part.
SMILES | GPR151 ag | FBW7 act | TEAD-YAP inh | MITF primary
O=C1SCCC1NC(=O)C(Sc1ccccc1)c1ccccc1 (centres undefined) | -1.2 | -0.1 | 9.8 | -1.6
COc1cc(NC(=O)CN2CCN(c3ccc(Cl)cc3)CC2)cc(OC)c1 | 0.2 | 0.2 | -1.1 | -0.4
CCc1ccccc1NC(=O)c1c(N)c(C(=O)c2ccccc2)n2ccccc12 | 0.5 | -0.1 | 1.6 | 3.9
O=C(Oc1ccccc1N1C(=O)C2C3CCC(C3)C2C1=O)c1ccc(Br)cc1 (centres undefined) | -0.9 | -0.1 | 9.8 | 7.5
Nc1ccc(-c2csc(-c3ccccc3)n2)cc1 | 2.9 | -0.1 | -61.1 | 6.8
COc1ccc(-c2nnc3sc(-c4ccc(F)cc4)nn23)cc1OC | -0.5 | 0.0 | 6.5 | -15.5
COC(=O)c1ccc(NC(=O)CSc2nnc3[nH]c(=O)c(C)c(C)n23)cc1 | -2.4 | 0.5 | 10.2 | 17.5
CC(=O)c1cccc(-c2nc3ccc(C(=O)NCCN4CCOCC4)cc3s2)c1 | -0.2 | 0.0 | 2.7 | 3.7
CC(C)N(C(=O)COC(=O)CN1C(=O)c2ccccc2C1=O)C(C)C | 0.6 | -0.1 | 4.7 | 13.4

Structural class, the entries above with two or more sulfur atoms (4)
SMILES | GPR151 ag | FBW7 act | TEAD-YAP inh | MITF primary
COc1ccc(/C=C2/SC(=S)N(NS(=O)(=O)c3ccccc3)C2=O)cc1 | 1.5 | 0.0 | -2.2 | -6.6
O=C(CSc1nc2sc3c(c2c(=O)n1-c1ccccc1)CCCC3)Nc1ccc(Cl)c(C(F)(F)F)c1 | 0.7 | 0.1 | -1.7 | 10.8
Cc1ccccc1NC(=O)CSc1ccc2nnc(-c3cccs3)n2n1 | 1.3 | 0.1 | 20.6 | 5.1
O=C1SCCC1NC(=O)C(Sc1ccccc1)c1ccccc1 (centres undefined) | -1.2 | -0.1 | 9.8 | -1.6

Rows are unselected; about 3.4% have a hit in one of these screens.
